Screening data deposited in PubChem by National Center for Advancing Translational Sciences (NCATS).
HP1b chromo inh – HTS for Inhibitors of HP1-beta Chromodomain Interactions with Methylated Histone Tails; Chromobox protein homolog 1 (Homo sapiens), P83916; AlphaScreen HP1-beta / biotin-H3K9me3 peptide binding; Potency, µM (highest dose often 114 µM), without a hit: top-dose activity change, negative = inhibition, hits mostly inhibitors; hit rate 0.56% among 390,000; AID 540317, 2011; further: potency means the concentration at half of the fitted maximal effect; nearly all actives have a fitted effect of over 70% in size; inactives centre near 23
Target sequence (P83916 whole entry, looked up): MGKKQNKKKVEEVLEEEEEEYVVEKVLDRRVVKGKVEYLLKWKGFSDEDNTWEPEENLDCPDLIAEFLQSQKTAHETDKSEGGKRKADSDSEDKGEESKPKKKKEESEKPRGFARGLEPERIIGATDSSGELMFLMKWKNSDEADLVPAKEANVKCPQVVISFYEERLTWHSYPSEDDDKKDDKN
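AlphaScreen: HP1-beta (50 nM) preformed 30 min with biotin-H3(1-18)K9me3 peptide (50 nM) in PBS pH 7.4, 0.01% Tween-20. Compound added for 30 min at RT, then streptavidin donor/nickel chelate acceptor beads (10 ug/mL) for 30 min.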
RGS4 inhibitor – Inhibitors of Regulator of G Protein Signaling (RGS) 4: qHTS. Regulator of G-protein signaling 4 (Homo sapiens), P49798. AID 504845, 2011. Transcreener GDP fluorescence polarization, RGS4-accelerated GTP hydrolysis. Potency, µM (titrated, usually from 114 µM), without a hit: top-dose activity change, negative = inhibition, hits mostly inhibitors. hit rate 0.039% among 390,000; further: potency means the concentration at half of the fitted maximal effect; on the % scale 0 is the no-effect control and ±100 the full control effect; nearly all actives have a fitted effect of over 75% in size; some results filed as inactive show a strong effect at the top dose
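MLSMR compounds (23 nl, pin-transferred) preincubated 10 min at room temperature with a 500nM (2x) first reagent, then RGS4 at 900nM (2x) plus Transcreener GDP mix added; fluorescence polarization (620/688 nm) read before and after 90 min at 30 °C.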
GLS inh – qHTS for Inhibitors of Glutaminase (GLS); GLS enzymatic activity, qHTS titration; Potency, µM (series often up to 45.5 µM), inactives show at the highest dose activity change, negative = inhibition, actives largely listed as inhibitors; hit rate 0.21% among 410,000; further: potency means the concentration at half of the fitted maximal effect; on the % scale 0 is the no-effect control and ±100 the full control effect
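Two-point fluorescence kinetic (t0, 30 min RT) for hKGA; glutamate detected via glutamate oxidase–HRP–Amplex Red. Substrate: 1 mM L-glutamine solution; buffer 45 mM KH2PO4, pH 8.2.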
PI4K2A block – qHTS for small molecular inhibitors of PI4K2A; purified PI4K2A, ADP-Glo luminescence, 1 h; hits give low values; hit rate 0.13% among 420,000; activity change, negative = inhibition, % at 76.9 µM; in the data active means activity change below about -50%; inconclusive means mostly about -30% to -49%;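 further: -100% = wells without enzyme as full effect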
Target sequence (Q9BTU6 whole entry, looked up): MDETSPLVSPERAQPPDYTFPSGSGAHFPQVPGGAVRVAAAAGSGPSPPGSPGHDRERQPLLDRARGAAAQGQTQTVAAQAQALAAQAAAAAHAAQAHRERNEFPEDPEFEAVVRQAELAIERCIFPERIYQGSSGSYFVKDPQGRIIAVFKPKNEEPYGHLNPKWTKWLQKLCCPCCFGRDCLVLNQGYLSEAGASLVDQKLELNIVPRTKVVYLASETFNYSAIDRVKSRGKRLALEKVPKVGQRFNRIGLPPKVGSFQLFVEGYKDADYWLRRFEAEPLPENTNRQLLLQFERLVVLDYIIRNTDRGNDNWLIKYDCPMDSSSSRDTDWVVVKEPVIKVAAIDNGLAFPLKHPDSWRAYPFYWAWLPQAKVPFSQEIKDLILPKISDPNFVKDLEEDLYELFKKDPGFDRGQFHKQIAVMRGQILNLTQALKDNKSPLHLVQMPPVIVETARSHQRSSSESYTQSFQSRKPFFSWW
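ADP-Glo luminescence measured ADP generated by PI4K2A enzyme (4 ug/mL before mixing) with 1.2 mM PI substrate (pre-mix) and 300 microM ATP (pre-mix). Tris pH7.5 buffer with MgCl2, Triton X-100; 1 h reaction at ambient temperature.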
JMJD2A Tudor inh – qHTS Assay for Inhibitors of JMJD2A-Tudor Domain. hit rate 4.4% among 390,000. Lysine-specific demethylase 4A (Homo sapiens), O75164. Potency, µM (titrated, usually from 114 µM), for the others: top-dose activity change, negative = inhibition, usual class: inhibitors. AlphaScreen JMJD2A-Tudor / H3K4me3 peptide binding; further: potency means the concentration at half of the fitted maximal effect; on the % scale 0 is the no-effect control and ±100 the full control effect; nearly all actives have a fitted effect of over 50% in size
G9a inh – qHTS Assay for Inhibitors of Histone Lysine Methyltransferase G9a; Histone-lysine N-methyltransferase EHMT2 (Homo sapiens), Q96KQ7; G9a H3K9 monomethylation, AlphaScreen, 2 h; Potency, µM (doses to about 102 µM), for inactives: at the highest dose activity, negative = inhibition, most hits filed as inhibitors; hit rate 8.8% among 350,000; AID 504332, 2011; further: potency means the concentration at half of the fitted maximal effect; on the % scale 0 is the no-effect control and ±100 the full control effect; nearly all actives have a fitted effect of over 75% in size
Target sequence (Q96KQ7 913-1193 limits assumed): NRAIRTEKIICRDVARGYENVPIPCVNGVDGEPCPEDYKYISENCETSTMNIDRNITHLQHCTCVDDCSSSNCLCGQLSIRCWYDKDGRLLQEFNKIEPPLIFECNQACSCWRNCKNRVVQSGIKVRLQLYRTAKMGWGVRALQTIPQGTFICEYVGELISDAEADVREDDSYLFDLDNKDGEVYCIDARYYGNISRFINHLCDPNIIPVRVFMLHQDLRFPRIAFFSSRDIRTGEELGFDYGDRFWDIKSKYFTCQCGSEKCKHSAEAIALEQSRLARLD
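AlphaScreen read-out: biotin-H3K9 peptide (500 nM) methylation by 20 nM enzyme with 20 uM SAM, 2 h at room temperature after 15 min compound preincubation; anti-monomethyl H3K9 antibody plus donor/acceptor beads, 10 min dark.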
ERG-DNA inh – qHTS for Small Molecule Inhibitors of the ERG Ets/DNA interaction | fluorescence polarization, His-ERG Ets domain / labelled DNA | AID 624246, 2012 | Potency, µM (highest dose often 76.9 µM), for the others: top-dose FP activity, negative = inhibition, actives largely listed as inhibitors | hit rate 0.028% among 370,000 | Transcriptional regulator ERG (Homo sapiens), P11308; active means well fitted inhibition curve with a large enough effect in the polarisation, with a control signal flat; inconclusive means small, poorly fitted or top-dose-only effect, or effect the other way, or a change in a side signal; inactive means no such curve, though single readings can be large or run the other way; the % refers to the polarisation;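 further: polarization taken with two DNA probes labelled with fluorescein and Texas red; potency means the concentration at half of the fitted maximal effect; % of control where 0% means no effect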
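His-tagged ERG Ets domain (1 uM in the protein solution; 300mM KCl, 50mM Tris-HCl, 1mM EDTA, 1mM DTT, pH 7.5) received compound, then a probe mix of 5 nM fluorescein-DNA and 100nM Texas-615-DNA. Fluorescence polarization was read for both dyes.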
12-LOX inh – Primary qHTS assay for inhibitors of human arachidonate 12S-lipoxygenase (ALOX12): Round 2; AID 1671190, 2021; Potency, µM (titrated, usually from 108 µM), without a hit: at the highest dose activity change, negative = inhibition, usual class: inhibitors; purified 12hLO, xylenol orange hydroperoxide absorbance; hit rate 1.1% among 580,000; Polyunsaturated fatty acid lipoxygenase ALOX12 (Homo sapiens), P18054; further: potency means the concentration at half of the fitted maximal effect; on the % scale 0 is the no-effect control and ±100 the full control effect
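Purified human 12hLO at 150 nM in 25 mM Hepes, 0.01% Triton X-100, pH 7.0, preincubated 15 min at room temperature with compound. Reaction started with 40 uM arachidonic acid, 30 min at room temperature. Hydroperoxide measured by Fe-xylenol orange, 573/405 nm absorbance ratio.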
BAZ2B block – qHTS Assay for Inhibitors of BAZ2B. AlphaScreen BAZ2B-H3K14Ac peptide displacement. hit rate 4.4% among 360,000. Potency, µM (titrated, usually from 114 µM), for inactives: at the top dose activity change, negative = inhibition, hits mostly inhibitors. Bromodomain adjacent to zinc finger domain protein 2B (Homo sapiens), Q9UIF8; further: potency means the concentration at half of the fitted maximal effect; on the % scale 0 is the no-effect control and ±100 the full control effect; nearly all actives have a fitted effect of over 60% in size
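AlphaScreen luminescence quantifies BAZ2B engagement of H3K14Ac peptide; the protein and biotinylated peptide are both at 50 nM final, buffer PBS pH 7.4 with 0.01% Tween-20, all steps at room temperature.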
* marks the source's active call; other numbers are inactive results; ? = inconclusive; nt = not tested or not shown; [ ] = dose if it differs, or a comment. Unless noted, the call rests on the fitted dose curve; in most records, active means well fitted curve in the direction sought with a large enough effect; inconclusive means small, poorly fitted or top-dose-only effect, or another doubt; inactive means no such curve, though single readings can be large; an effect the other way counts as inactive or inconclusive. An excerpt; count on the stated rates, not on these rows.

SMILES	HP1b chromo inh	RGS4 inhibitor	GLS inh	PI4K2A block	JMJD2A Tudor inh	G9a inh	ERG-DNA inh	12-LOX inh	BAZ2B block
O=C(Nc1ccc(Cl)cc1)c1cccc(NC2=NC3CS(=O)(=O)CC3S2)c1 (configuration not stated)	41%[activator]	11%	-1%	-4	-6%	22%	5%	9%[57.4 µM]	-33%
C=CCn1c(SCc2nc3ccccc3[nH]2)nnc1-c1ccccn1	36%	-8%	-2%	0	?	-5%[12.7 µM]	-10%	-15%	?
CCC1Sc2ccc(S(=O)(=O)CCC(=O)Nc3ccccc3Cl)cc2NC1=O (configuration not stated)	57%[activator]	-2%[56.9 µM]	2%	-2	-14%	28%[59 µM]	3%	0%	-7%
COc1ccc2c(c1)CC(=O)NC=C2	-8%	-2%	6%	4	?	9%	-2%	-9%	-1%
CC(=O)c1cccc(NC(=O)Nc2c(C)n(C)n(-c3ccccc3)c2=O)c1	17%	8%	12%	-5	-13%	2%[59 µM]	-7%	?	-2%
CCOC(=O)C1=C(O)/C(=C/c2ccc(-c3ccccc3C(=O)O)o2)SC1=Nc1ccc(OC)cc1	9%	-22%	?	1	-23%	-28%[12.7 µM]	2%	?	5%
O=C(c1ccc(Cl)s1)N1CCc2ccccc21	56%[activator]	6%	-3%	-18	12%	2%[12.7 µM]	0%	7%	13%
O=[N+]([O-])c1cccnc1S(=O)(=O)c1ccccc1	43%[activator]	-34%	-3%	12	-10%	?	2%	0%	-2%
O=C1OCc2ccc([N+](=O)[O-])cc21	37%	-6%	-14%	13	2%	nt	2%	0%	nt
COc1cnc(-c2ccccn2)nc1Oc1ccccc1Cl	34%[activator]	-21%	0%	2	12%	8%[59 µM]	-1%	8%	50µM*
CC(C)n1nnnc1-c1cccc(Cl)c1	38%	27%	3%	4	-5%	9%	8%	-4%	10%
CC(C)CC(=O)Nc1ccc(Cc2ccncc2)cc1	17%	8%	1%	0	-6%	nt	0%	0%	?
CCC(=O)N(Cc1cc2cccc(C)c2[nH]c1=O)c1ccccc1OC	26%	10%	20%	0	-21%	4%[12.7 µM]	nt	-22%	-8%
O=C(NN1C(=O)/C(=C/c2cccs2)SC1=S)c1ccncc1	-13%	-54%	25%	3	-31%	45µM*	4%	?	-25%
COc1ccc(CCNC(=O)CCN2C(=O)[C@@H]3Cc4ccccc4CN3C2=O)cc1OC	17%[57 µM]	8%	-4%	0	-2%	?	5%	-5%	-12%
CC1CCCCC1NC(=O)/C=C/c1nc2ccccc2s1 (configuration not stated)	41%[activator]	-3%	-7%	0	-2%	13%	-4%	-1%	-11%
O=c1[nH]c2cc3c(cc2cc1C(c1nnnn1C1CCCCC1)N1CCSCC1)OCCO3 (configuration not stated)	45%[activator]	-4%	-2%	4	-34%	?	3%	?	5%
O=C(Nc1nccs1)C1CCN(S(=O)(=O)c2ccc(Cl)c(C(F)(F)F)c2)CC1	28%	-5%	6%	3	3%	-1%	-7%	-8%	-4%
Cc1ccccc1-c1nnc(SCC(=O)Nc2cccnc2Cl)o1	27%	-19%	-4%	7	-4%	nt	10%	-1%	nt
COc1ccc2c(c1)c1c(c(=O)n(-c3cccc(Cl)c3)c(=O)n1CC(=O)N1CCCC1)n2C	6%	2%	1%	0	-3%	-6%[59 µM]	6%	-1%	-11%
CCOc1ccc(C(=S)N2CCOCC2)cc1OC	-15%	-31%	1%	2	-8%	?	2%	30%[activator]	-3%
Cc1c(NC(=O)C(C)OC(=O)/C=C/c2ccc(OC(F)F)cc2)c(=O)n(-c2ccccc2)n1C (configuration not stated)	-1%	-1%	14%	0	-8%	-31%	-8%	3%	5%
COc1ccc(NC(=O)c2cn(CCC#N)nc2-c2cccs2)cc1	39%	-18%	-4%	-7	-8%	15%[59 µM]	13%	-2%	-17%
COc1ccc2cc(CN(CC3CCCO3)C(=O)Nc3ccccc3OC)c(=O)[nH]c2c1 (configuration not stated)	15%	-5%	-9%	3	-19%	1%	-13%	0%	-5%
CCOC(=O)c1cc(OC(=O)c2cc(OC)c(OC)c(OC)c2)n(-c2ccccc2)n1	35%	7%	15%	-2	-18%	-1%[59 µM]	-4%	?	-21%

The list goes on; it opens with the 2 that closed the last part.
SMILES	HP1b chromo inh	RGS4 inhibitor	GLS inh	PI4K2A block	JMJD2A Tudor inh	G9a inh	ERG-DNA inh	12-LOX inh	BAZ2B block
COc1ccc2cc(CN(CC3CCCO3)C(=O)Nc3ccccc3OC)c(=O)[nH]c2c1 (configuration not stated)	15%	-5%	-9%	3	-19%	1%	-13%	0%	-5%
CCOC(=O)c1cc(OC(=O)c2cc(OC)c(OC)c(OC)c2)n(-c2ccccc2)n1	35%	7%	15%	-2	-18%	-1%[59 µM]	-4%	?	-21%
CCOC(=O)N1C(=O)NC(=O)C1c1ccc(Cl)cc1 (configuration not stated)	29%	7%	8%	-1	-15%	nt	2%	-10%	nt
CCCN=C1NC(=O)C(CC(=O)NCCc2ccc(OC)c(OC)c2)S1 (configuration not stated)	11%	-30%	0%	2	-9%	-18%	6%	0%	-20%
COc1cccc(CN2CC(C(=O)N(C)Cc3[nH]c4ccccc4c3C)CCC2=O)c1 (configuration not stated)	41%[activator]	-18%[11.4 µM]	-1%	1	-33%	?	9%	?	?
CCc1nn(CC(=O)NCc2cccnc2)c(=O)c2cc3occc3n12	55%[activator]	4%[11.4 µM]	5%	4	-11%	nt	-4%	-28%	-7%
CCOC(=O)C1CCN(C(=O)CN(c2ccc3c(c2)OCCO3)S(=O)(=O)c2ccccc2)CC1	9%	4%	-3%	2	-11%	-1%	5%	-4%	10%
Cn1c2c(c3ccccc31)CCSC2=O	34%	7%	-12%	-4	4%	59%[activator]	-4%	0%	46%[activator]
CCCCCCCC(=O)NN=C1CCN(Cc2ccccc2)CC1	20%	3%	?	-24	-4%	1%[59 µM]	-26%	14%	1%
O=C(NCC(c1cccnc1)N1CCOCC1)Nc1ccccc1 (configuration not stated)	16%	34%	9%	-2	-7%	37%[59 µM]	10%	0%	-8%
Cc1ccc(C)n1-c1ccc(-c2ccn[nH]2)cc1	-2%	-23%	1%	2	-29%	?	6%	-10%	-25%
CCC(C)c1ccc(OCCn2ccnc2)cc1 (configuration not stated)	-37%	13%	8%	0	20µM*	?	9%	9%	50µM*
CC(=O)Nc1ccc(C(=O)OCc2ccc(F)cc2Cl)cc1	30%	-10%	16%	-5	-7%	-4%	-7%	?	-3%
CCCC(=O)N1CCN(c2nc3ccc(CC)cc3s2)CC1	38%	-2%	-10%	1	-7%	-36%	-20%	-3%	-20%
CSc1nc2ccc(NC(=O)C3=NNC(=O)CC3)cc2s1	28%	3%	4%	-3	-22%	3%	7%	-18%	-11%
O=C(Nc1nnc(S(=O)(=O)N2CCCc3ccccc32)s1)c1ccccc1	19%	6%	10%	2	-23%	-7%[59 µM]	3%	5%	-3%
COc1ccc(/C=C/C(=O)N2CCCc3ccccc32)cc1	17%	-49%	16%	6	-9%	?	-2%	2%	-27%
CCC(C)(C)c1nnc(NC(=O)c2cccc([N+](=O)[O-])c2)s1	13%	-12%	-5%	-23	-10%	13%[59 µM]	5%	-16%	-28%
O=C(/C=C/c1ccco1)Nc1ccc(Oc2ccc(Cl)cc2)cc1	22%	-43%	-17%	25	11%	34%[0.501 µM]	-4%	240%[activator]	?
O=C(Cn1cnc2c(nnn2-c2cccc(Cl)c2)c1=O)NCc1ccccc1	29%	-16%	-1%	-3	-17%	-8%	-16%	8%	0%
COc1cc2c(cc1NC(=O)COC(=O)Cn1cnc3ccccc31)oc1ccccc12	10%	-37%	-3%	-9	-27%	?	-9%	17%[57.4 µM]	-32%
O=C(O)c1cccc(N2C(=O)c3cccnc3C2=O)c1	6%	-7%	nt	1	3%	9%[59 µM]	-8%	0%	1%
CN(C)c1ccc(/C=N/NC(=O)c2nonc2N)cc1[N+](=O)[O-]	?	?	0%	-9	-27%[11.4 µM]	-13%	5%	0%	-32%
Cc1cccc(C)c1OCC(=O)Nc1oc(-c2ccccc2)c(-c2ccccc2)c1C#N	-3%	-9%	18%	-1	-32%	nt	-5%	-21%	nt
O=C(CN1C(=O)C2(OCCO2)c2ccccc21)c1ccc(Br)cc1	35%[activator]	-20%	3%	7	-7%	40µM*	-19%	-18%	-31%
O=C(CSC1=NCCS1)Nc1ccc2ccccc2c1	58%[activator]	17%	3%	0	-6%	17%	7%	-9%	5%
O=C(Cc1ccc(S(=O)(=O)N2CCOCC2)s1)N1CCN(S(=O)(=O)c2cccc([N+](=O)[O-])c2)CC1	9%	13%	5%	-3	-13%	-8%	-3%	5%	1%
